# OX1R antag – antagonists of human orexin 1 receptor (OX1R) | OX1R-expressing cells, FRET antagonist read-out | Orexin/Hypocretin receptor type 1 (Homo sapiens), O43613 | inhibition, % at 6.6 µM | 1.8% of 330,000 active; in the data active means inhibition mostly above about 38%, no sharp cut-off; inactive means mostly below about 40%;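 further: 0% = agonist challenge alone and 100% = reference antagonist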
# KCNQ2 inh – KCNQ2 potassium channel inhibitors, primary screen, cell-based, CHO-K1, FluxOR thallium flux, B-score (AID 2156) | Potassium voltage-gated channel subfamily KQT member 2 (Rattus norvegicus), O88943 | 20 min; hits give low values | B-score at 10 µM | 1.1% of 310,000 active;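 active means fluorescence ratio B-score at most minus 3 library SDs, with starting brightness B-score within 2 library SDs, cut at about -5.5 in these data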
# Target sequence (O88943 whole entry, looked up): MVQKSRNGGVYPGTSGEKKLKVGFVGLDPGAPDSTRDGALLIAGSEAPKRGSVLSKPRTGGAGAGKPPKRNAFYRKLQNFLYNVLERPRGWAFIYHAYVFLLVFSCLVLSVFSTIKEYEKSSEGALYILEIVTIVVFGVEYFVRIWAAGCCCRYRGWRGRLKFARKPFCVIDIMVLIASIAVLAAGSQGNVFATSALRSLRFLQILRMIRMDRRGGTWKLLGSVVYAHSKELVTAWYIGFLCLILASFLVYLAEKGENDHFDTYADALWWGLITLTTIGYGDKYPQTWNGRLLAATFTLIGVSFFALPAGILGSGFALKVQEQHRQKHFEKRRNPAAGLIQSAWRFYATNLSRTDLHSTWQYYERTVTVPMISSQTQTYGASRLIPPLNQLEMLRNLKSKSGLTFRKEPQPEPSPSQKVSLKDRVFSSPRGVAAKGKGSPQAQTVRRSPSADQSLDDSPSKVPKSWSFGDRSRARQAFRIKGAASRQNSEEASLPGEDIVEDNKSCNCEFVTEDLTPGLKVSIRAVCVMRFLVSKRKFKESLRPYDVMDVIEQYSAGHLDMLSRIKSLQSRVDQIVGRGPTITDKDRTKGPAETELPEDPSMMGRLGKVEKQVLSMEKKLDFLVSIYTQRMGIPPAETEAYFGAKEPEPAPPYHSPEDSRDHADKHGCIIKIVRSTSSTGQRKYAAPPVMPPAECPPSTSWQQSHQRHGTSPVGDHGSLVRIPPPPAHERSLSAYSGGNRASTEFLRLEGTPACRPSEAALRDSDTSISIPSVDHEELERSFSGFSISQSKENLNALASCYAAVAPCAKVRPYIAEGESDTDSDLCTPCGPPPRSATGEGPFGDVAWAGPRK
# STK33 kinase inh – inhibitors of purified STK33 kinase, primary screen, biochemical, ADP-Glo luminescence, homogeneous, cell-free | Serine/threonine-protein kinase 33 (Homo sapiens), Q9BYT3 | MBP phosphorylation | inhibition, % at 10 µM | 0.073% of 320,000 active | AID 2661, 2010;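 active means inhibition at or above 25%, using the most active replicate where run in duplicate; inactive means inhibition below 25%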
# Starred values were filed as active, the others as inactive; i = inactive; x = not tested or not shown.
# The line under a structure holds: OX1R antag, KCNQ2 inh, STK33 kinase inh
CCC(C(=O)OCC(=O)NC(=O)c1ccccc1OC)c1ccccc1 (stereo not given)
 : 17, i, -0.7
CCCn1c(C)cc(=O)c2cc(NC(=O)c3cnccn3)ccc21
 : 24, i, 0.3
Cn1cccc1C(=O)OCC(=O)N1CCN(c2ccccc2)CC1
 : 2, x, -0.4
CC1Sc2ccc(S(=O)(=O)CCC(=O)NC3CCCCCC3)cc2NC1=O (stereo not given)
 : 8, i, -1.0
CCOC(=O)CSc1nc2sc3c(c2c(=O)n1-c1ccc(OCC)cc1)CCN(C)C3
 : 18, i, -1.2
O=C(N/N=C/c1ccc(Br)cc1)c1ccccc1-n1cccc1
 : 7, i, -1.2
Cc1cc(C(=O)CSc2nnc(-c3ccccc3)n2-c2ccccc2)c(C)n1-c1ncn[nH]1
 : 9, i, -1.4
COc1cccc(N2CCN(C(=O)c3ccccc3SCC(=O)NCc3ccco3)CC2)c1
 : 3, x, 1.8
Cc1ccccc1C(=O)OCC(=O)N(C)c1c(N)n(Cc2ccccc2)c(=O)[nH]c1=O
 : 14, i, -1.6
CCOc1ccc(NC(=O)CC(NC(C)=O)c2ccccc2)cc1S(=O)(=O)N1CCCC1 (stereo not given)
 : 5, x, -0.9
C/C(CC(=O)Nc1ccc(Cl)cc1Cl)=N\NC(=O)c1ccncc1
 : 10, i, 0.7
CC(=O)c1cccc(NC(=O)COc2ccc(S(=O)(=O)N3CCOCC3)cc2)c1
 : -3, i, 0.3
CCn1c(SCC#N)nc2ccccc2c1=O
 : 11, i, 0.9
CSC1=NC2(CC(c3ccccc3)Oc3cc(O)ccc32)CC(C)(C)N1 (stereo not given)
 : -70, i, -0.1
CSCCC(NC(=O)CCN1C(=O)c2ccccc2C1=O)C(=O)O (stereo not given)
 : 8, i, 0.7
CC1(C)CC(=O)C=C(c2ccc(-c3ccccc3)cc2)C1
 : 4, x, -0.4
COc1cccc(-c2ccc(C#N)c(OC(=O)c3c(Cl)cccc3Cl)n2)c1
 : 29, i, 0.6
Cc1ccccc1-n1c(-c2ccco2)n[nH]c1=S
 : 10, i, -0.8
Cc1ccccc1N(C(=O)Cn1nnc(-c2ccc(F)cc2)n1)C(C(=O)NC(C)(C)C)c1ccncc1 (stereo not given)
 : 13, i, 0.4
COc1ccccc1CNC(=O)c1ccc(CS(=O)(=O)c2ccccc2)o1
 : 2, i, -0.9
CSc1ccccc1OCc1cc(C(=O)NCc2cccc(C)n2)no1
 : 5, i, -1.7
O=C(CN(Cc1ccccc1)C(=O)CCC(=O)Nc1ccccn1)NCc1ccco1
 : 9, i, -1.2
O=C(Cc1cccc2ccccc12)NNC(=O)Nc1cccc(Cl)c1
 : 30, i, -0.3
O=C(Nc1ccc(NC(=O)c2cccnc2)cc1)c1ccccc1
 : 11, i, -1.7
CC(C)C[C@H](NC(=O)C1CCN(S(=O)(=O)c2ccccc2)CC1)C(=O)NCc1cccnc1
 : 4, i, -1.3
COc1ccc(NC(=O)c2c3c(nc4ccccc24)CCC3)cc1
 : 5, i, 0.8
Cc1ccc(CN2C(=O)CCC2C(=O)NCc2ccco2)cc1 (stereo not given)
 : -5, i, -2.7
O=C1Nc2cc(Cl)c(Cl)cc2N(O)N1c1cccc(Cl)c1
 : 18, i, 0.5
Cn1ccnc1SCCNC(=O)C1CCC(=O)N(Cc2ccc(Cl)cc2)C1 (stereo not given)
 : 0, i, -1.7
Cc1cc(S(=O)(=O)Nc2ccc3c(c2)COC3=O)ccc1F
 : 18, i, 0.7

# Of the compounds above, these contain an aryl methoxy group:
# The line under a structure holds: OX1R antag, KCNQ2 inh, STK33 kinase inh
CCC(C(=O)OCC(=O)NC(=O)c1ccccc1OC)c1ccccc1 (stereo not given)
 : 17, i, -0.7
COc1cccc(N2CCN(C(=O)c3ccccc3SCC(=O)NCc3ccco3)CC2)c1
 : 3, x, 1.8
COc1cccc(-c2ccc(C#N)c(OC(=O)c3c(Cl)cccc3Cl)n2)c1
 : 29, i, 0.6
COc1ccccc1CNC(=O)c1ccc(CS(=O)(=O)c2ccccc2)o1
 : 2, i, -0.9
COc1ccc(NC(=O)c2c3c(nc4ccccc24)CCC3)cc1
 : 5, i, 0.8

# Part of the list above, showing only STK33 kinase inh.
structure | STK33 kinase inh
CSc1ccccc1OCc1cc(C(=O)NCc2cccc(C)n2)no1 | -1.7
CCOC(=O)CSc1nc2sc3c(c2c(=O)n1-c1ccc(OCC)cc1)CCN(C)C3 | -1.2

# (continued)
# The line under a structure holds: OX1R antag, KCNQ2 inh, STK33 kinase inh
CC(=O)Nc1ccc(S(=O)(=O)Nc2cccc(-c3cn4cccnc4n3)c2)cc1
 : 30, i, 0.2
O=C(Cn1ncc(N2CCOCC2)c(Br)c1=O)c1ccc(Cl)cc1
 : 15, i, -1.3
Cc1ccc(S(=O)(=O)CC(CN2CCOCC2)N2CCOCC2)cc1 (stereo not given)
 : 3, i, 0.9
O=C(COC(=O)C1CCN(S(=O)(=O)c2c(Cl)cccc2Cl)CC1)NCc1ccco1
 : 13, i, -1.0
COc1ccccc1-n1c2nc3ccccc3nc2c2c(=O)n(-c3cc(C)cc(C)c3)cnc21
 : 14, i, -1.1
O=C(NCC(=O)N1CCN(S(=O)(=O)/C=C/c2ccccc2)CC1)c1ccc(Cl)cc1
 : 11, i, 1.6
Oc1cccc(Nc2ncnc3ccccc23)c1
 : 7, i, 6.3
O=C(Nc1ccccc1C(=O)N1CCCCCC1)c1ccc(Cl)cc1
 : 6, i, -1.4
Cc1ccc([N+](=O)[O-])cc1NC(=O)Nc1ccc(S(N)(=O)=O)cc1
 : 1, i, -0.5
CCc1ccc(OCC(O)CN2CCN(c3ccc(OC)cc3)CC2)cc1 (stereo not given)
 : -7, i, -0.4
Cc1ccc2nc3c(cc(C(=O)NC4CCCCC4)c(=N)n3C3CCCCC3)c(=O)n2c1
 : 17, i, 1.6
Cc1cc(=O)oc(C)c1C(=O)NCCc1ccc(F)cc1
 : 12, i, -0.3
COc1cccc(C(=O)NC2(C(F)(F)F)N=C3SCCN3C2=O)c1 (stereo not given)
 : 3, i, 1.6
Cc1cc(C)nc(-n2nc(C)cc2NC(=O)c2cc3ccccc3oc2=O)n1
 : 7, i, -3.0
Nc1nc2c(F)cccc2s1
 : 10, i, 0.7
CC1(C)CC(=O)C2=C(C1)OC(N)=C(C#N)C21C(=O)N(Cc2ccccc2Cl)c2ccccc21 (stereo not given)
 : 7, i, -0.5
CCC(=O)N/C(=N/c1nc(C)cc(C)n1)Nc1ccc(OC)cc1
 : 8, i, -1.8
COCCCNC(=S)N(CCN(C)C)Cc1cc2cc3c(cc2[nH]c1=O)OCCO3
 : 1, i, 2.3
CCC(NC(=S)Nc1ccccc1)C(=O)O (stereo not given)
 : 11, i, 1.2
O=C(CSc1nnc2c(Cl)cc(C(F)(F)F)cn12)Nc1ccc2c(c1)OCO2
 : 11, i, -0.6
CCc1nnc(NS(=O)(=O)c2ccc(NC(=S)NC(=O)/C=C/c3ccc(C(C)C)cc3)cc2)s1
 : 20, i, 1.1
CCOC(=O)c1sc2nc(C)nc(NCc3cccnc3)c2c1C
 : 33, i, -0.6
COc1ccc(CN2CCCC(C(=O)N3CCc4ccccc4C3)C2)cc1OC (stereo not given)
 : 4, i, -2.9
CCCCn1c(SCC(=O)OCC)nc2c1c(=O)[nH]c(=O)n2C
 : 14, i, 1.2
CCCNC(=O)C(Cc1ccccc1)NC(=O)c1ccc(-c2ccccc2)cc1 (stereo not given)
 : 15, x, -0.5
CCN(Cc1ccccc1)C(=O)CSc1nncn1C
 : 7, i, -1.0
CN(CC(=O)Nc1ccccc1F)CC(=O)Nc1ccccc1Br
 : 14, i, -1.7
CSCCC1NC(=O)N(CC(=O)Nc2ccc(Cl)c(S(=O)(=O)N3CCOCC3)c2)C1=O (stereo not given)
 : 2, x, 0.1
Cc1nc(NC(=O)c2ccc([N+](=O)[O-])cc2Cl)sc1C(=O)N(C)C
 : 39, i, 0.2
Cc1ccc(S(=O)(=O)N2CCCC2C(=O)NCc2ccccc2F)cc1 (stereo not given)
 : 20, i, 0.1

# Following part.
# The line under a structure holds: OX1R antag, KCNQ2 inh, STK33 kinase inh
O=C1C=CN(C(=O)Oc2ccccc2)CC1
 : -1, i, -0.6
CCNc1nc(NC(C)C)nc(OCCNS(=O)(=O)c2cc(C)ccc2C)n1
 : 24, i, -0.8
CCc1ccc(CNC(=O)C2CCN(S(=O)(=O)N3CCCC3)CC2)cc1
 : 9, i, 2.2
CC(NC(=O)OCc1ccccc1)C(=O)Oc1cc2oc(=O)cc(-c3ccccc3)c2cc1Cl (stereo not given)
 : 29, i, -1.1
C=C1C2(C(=O)NCc3ccco3)CCC(C2)C1(C)C (stereo not given)
 : 5, i, -0.9
CCN(CC)S(=O)(=O)c1ccc2[nH]cc(C(=O)NCCCN3CCCCC3C)c(=O)c2c1 (stereo not given)
 : -2, i, -1.9
Cc1csc(=O)n1CC(=O)OCC(=O)Nc1ccc(Cl)cc1F
 : 22, i, 0.1
COc1ccc(NC(=O)NCc2cccnc2)cc1OC
 : 9, i, -1.1
NS(=O)(=O)c1ccc(CCNC(=O)CN2CCN(c3ccccc3O)CC2)cc1
 : 5, i, -1.0
C[C@@H]1CN([C@@H](C)CO)C(=O)c2cc(NC(=O)Nc3ccc4c(c3)OCO4)ccc2O[C@H]1CN(C)S(=O)(=O)c1cn(C)cn1
 : 0, x, -0.6
Cc1ccc(NC(=O)c2cc([N+](=O)[O-])ccc2NCc2cccnc2)cc1Cl
 : 19, i, 0.2
COc1ccccc1CCc1nnc(N)s1
 : 11, i, -0.5
COc1ccccc1NC(=O)CSc1nnc(Cn2c(=O)sc3ccccc32)n1C
 : 5, i, 0.8
Cn1nnnc1Sc1ncnc2scc(-c3ccccc3)c12
 : 11, i, 1.0
O=S(=O)(Cc1ccc(Cl)cc1)N1CCN(Cc2ccc3c(c2)OCO3)CC1
 : 3, i, -0.6
O=C(Cn1ccc2ccccc2c1=O)NCCC(=O)N1CCN(c2cccc(C(F)(F)F)c2)CC1
 : 12, i, 0.4
CC(C)OC(=O)c1cccnc1N1CCN(c2cccc(Cl)c2)CC1
 : 10, i, -2.1
Cc1cccc(NC2=C/C(=N/S(=O)(=O)c3cccs3)c3ccccc3C2=O)c1
 : 14, x, 0.6
Cc1nc2c(C)cccn2c(=O)c1NC(=O)c1cccc2ccccc12
 : 13, i, -0.7
COc1ccc(C(=O)Nc2ncccc2C)cc1S(=O)(=O)N1CCCc2ccccc21
 : 20, i, -2.2
CCN(CC)c1ccc(/C=N/NS(=O)(=O)c2cccc([N+](=O)[O-])c2)cc1
 : 20, i, 0.6
NS(=O)(=O)c1ccc(CCN=Cc2ccccc2O)cc1
 : -5, i, -2.1
CCn1c(SCC(=O)OCc2ccccc2)nnc1-c1ccco1
 : 30, i, -1.5
O=C(Nc1ccc(S(=O)(=O)NCc2cccnc2)cc1)c1ccco1
 : 25, i, -0.2
O=C(Cc1ccc([N+](=O)[O-])cc1)N1CCCc2ccccc21
 : 6, i, -0.5
CCc1cc(OCCOCCN(C)C)ccc1Cl
 : 2, i, -0.8
Cc1cc(C)nc(SCc2nnc(SCC(=O)OC3CCCCC3)o2)n1
 : 4, i, 0.4
Cc1noc(C)c1COC(=O)c1cc(S(=O)(=O)N2CCOCC2)ccc1Cl
 : 10, x, -1.2
Cc1oc(-c2ccccc2F)nc1CS(=O)CC(=O)NC1CCCCC1 (stereo not given)
 : 3, i, 1.5
COc1ccc(/C=N/NC(=O)c2ccccc2)cc1CN1CCN(c2ccc(F)cc2)CC1
 : 24, i, -2.3

# (list continues)
# The line under a structure holds: OX1R antag, KCNQ2 inh, STK33 kinase inh
O=C(O)C1CCCC[C@H]1C(=O)Nc1ncc([N+](=O)[O-])s1 (stereo not given in full)
 : 66*, x, -0.5
CCc1ccc2[nH]c(=O)c(CN(Cc3nnnn3C3CCCC3)C3CCCCC3)cc2c1
 : 13, i, -1.3
COc1ccc([N+](=O)[O-])cc1NC(=O)CCN1CCOCC1
 : 19, i, -1.4
COc1ccc(C(=O)NC(=S)N2CCCCC2)cc1
 : 9, i, -0.1
O=C(c1nc[nH]c1C(=O)N1CCc2ccccc2C1)N1CCc2ccccc2C1
 : 12, x, -0.6
CCOC(=O)NC1(NCC(C)C)Oc2ccccc2O1
 : 13, i, 1.3
Cc1ccc(S(=O)(=O)N2CCC(C(=O)NCCC3=CCCCC3)CC2)c(C)c1
 : 14, i, -1.9
O=C(c1ccccc1)N1CCN(C(=O)c2cc3ccccc3o2)CC1
 : 16, i, 0.0
Cc1ccc(NC(=O)C(=O)NC2CCCCC2)cc1
 : 4, i, -0.8
Cc1cccc(N/N=C/c2ccc(O)c(O)c2O)c1
 : 2, i, -1.3
COC(=O)c1sc(=S)n(Cc2ccccc2)c1C
 : 3, i, -0.9
O=C(OCc1cc2ccccc2[nH]c1=O)c1cccc([N+](=O)[O-])c1
 : 9, i, -4.6
O=C(Cc1ccc([N+](=O)[O-])cc1)N1CCN(c2ccc([N+](=O)[O-])cc2)CC1
 : 31, i, -1.6
Cc1ccc2[nH]c3c(=O)n(Cc4ccncc4)cnc3c2c1
 : 31, i, -0.5
CCOC(=O)C1(CCc2ccccc2)CCN(C(=O)CCc2cnn(C)c2)CC1
 : 13, i, -1.4
CN(CC(=O)Nc1ccc(Cl)c(Cl)c1)C(=O)c1cccc2cccnc12
 : 10, x, -0.3
COc1ccccc1CCC(=O)OCC(=O)Nc1ccc2[nH]c(=O)[nH]c2c1
 : 19, i, -3.0
O=C(/C=C/c1ccc(Br)cc1)NCCCn1ccnc1
 : 10, i, 1.0
COc1cccc(N2C(=O)Nc3ccc(Br)cc3C2(O)C(=O)NCCCN(C)C)c1 (stereo not given)
 : 3, i, -1.0
